# KCNQ1 act = potentiates or activates the human KCNQ1 potassium channel. P51787. CHO-K1 KCNQ1, thallium flux FluxOR fluorescence; stronger effect = higher value. B-score at 10 µM. 310,000 tested, 0.35% active;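 active means fluorescence ratio B-score, a plate-corrected score, at least three library SD, with initial intensity B-score within 5 SD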
#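 Assay system: CHO-K1 cells stably expressing KCNQ1; Medium: assay buffer with matched DMSO; Also added: K+/Tl+ depolarizing stimulus; Dosing: single dose; Timing: dye 90 min, compound 20 min, room temperature; Measured by: kinetic FluxOR thallium fluorescence, 10-s 1-Hz baseline, 110-s post-stimulus read; Read-out: peak-minus-minimum fluorescence over initial fluorescence, negative-control normalized, B-scored.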
# MrgX1 PAM = human MrgX1 positive allosteric modulation, primary screen; B-score at 10 µM; Q96LB2; 310,000 tested, 0.63% active; MrgX1-HEK293, Fluo-4 calcium flux, FDSS; stronger effect = higher value; AID 588675;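 active means plate-corrected calcium response at least 3 library SD above typical, normal starting fluorescence, not activating the receptor alone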;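 further: compound read alongside a low EC10 to EC30 dose of BAM8-22 agonist; peak minus trough fluorescence over baseline measured at the second addition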
# Target sequence (Q96LB2 whole entry, looked up): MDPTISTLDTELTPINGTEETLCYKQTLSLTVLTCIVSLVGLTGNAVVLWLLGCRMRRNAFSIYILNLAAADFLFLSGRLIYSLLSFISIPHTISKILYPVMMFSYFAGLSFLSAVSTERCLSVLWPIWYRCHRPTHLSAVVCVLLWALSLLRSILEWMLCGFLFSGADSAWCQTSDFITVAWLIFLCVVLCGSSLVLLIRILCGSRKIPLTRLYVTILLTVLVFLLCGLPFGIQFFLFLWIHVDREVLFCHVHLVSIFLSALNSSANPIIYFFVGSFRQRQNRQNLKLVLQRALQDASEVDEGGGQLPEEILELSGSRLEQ
# RGS4 block = human RGS4 inhibition; AID 463165; P49798; B-score at 10 µM; HEK293 M3R/RGS4 inducible, Fluo-4 calcium flux; stronger effect = higher value; triggered by carbachol at its EC20; 310,000 tested, 0.45% active;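 active means B-score, a plate-corrected calcium signal, over three deviations above library mean, with baseline fluorescence within five deviations of library mean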;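 further: RGS4 expression induced by doxycycline in cells with stable M3 receptor; B-score is computed from the integrated fluorescence ratio over baseline after carbachol; higher B-score means a larger calcium signal and so more RGS4 inhibition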
# KCNQ1 block = blocks the human KCNQ1 potassium channel. CHO-K1 KCNQ1, FluxOR thallium flux fluorescence; stronger effect = higher value. B-score at 10 µM. 310,000 tested, 1.3% active. AID 2642;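 active means compounds whose thallium flux B-score, printed positive for inhibition, exceeds three library SD while starting fluorescence stays within three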;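 further: channel opened by potassium depolarization with thallium stimulus after 20 min compound exposure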
# KCNK9 inh = human KCNK9 channel inhibition; B-score at 10 µM; Q9NPC2; AID 488922; HEK293 KCNK9, FluxOR thallium flux fluorescence; stronger effect = lower value; 310,000 tested, 1.2% active;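 active means ratio B-score over 3 SD below the library mean, with starting fluorescence within 5 SD of its mean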;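 further: negative B-score means less thallium flux so channel inhibition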
# Target sequence (Q9NPC2 whole entry, looked up): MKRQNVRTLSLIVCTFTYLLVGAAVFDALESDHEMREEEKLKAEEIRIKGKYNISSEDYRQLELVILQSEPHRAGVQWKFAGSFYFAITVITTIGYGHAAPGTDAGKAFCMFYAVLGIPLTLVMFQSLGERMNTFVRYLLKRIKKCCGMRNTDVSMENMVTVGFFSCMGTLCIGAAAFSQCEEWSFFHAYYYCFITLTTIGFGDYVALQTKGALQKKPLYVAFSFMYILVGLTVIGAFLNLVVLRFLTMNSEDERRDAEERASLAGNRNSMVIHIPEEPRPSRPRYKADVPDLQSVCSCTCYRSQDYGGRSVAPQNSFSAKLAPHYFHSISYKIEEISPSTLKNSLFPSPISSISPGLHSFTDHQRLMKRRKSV
# RGS4 pot = potentiators or activators of RGS4; HEK293 M3R/inducible RGS4, carbachol calcium flux Fluo4; stronger effect = lower value; 310,000 tested, 0.92% active; B-score at 10 µM;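 active means B-score of the integrated calcium signal more than 4 SD below the library mean, with starting fluorescence not abnormally high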;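 further: negative B-score means reduced calcium response which marks RGS4 activation or potentiation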
#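 test system = HEK293 cells with stable M3R and inducible RGS4 | schedule = recording 10 s baseline at 1 Hz, 100 s post-agonist | technique = Fluo4-AM (2 µM) calcium-flux fluorescence, kinetic read | measure = Agonist-evoked peak-minus-minimum fluorescence over baseline, integrated ratio, B score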
# TMEM16A inh = inhibitors of mouse TMEM16A calcium-activated chloride channel. Q8BHY3. HEK293 TMEM16A/YFP iodide influx fluorescence, ionomycin. normalized B-score (activity score, 25-100; higher = stronger inhibition) at 10 µM. 310,000 tested, 1.2% active. AID 588511;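 active means ratio plate-corrected score three or more library SD toward inhibition, starting fluorescence score within five deviations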;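 further: score derived from kinetic fluorescence span divided by baseline fluorescence per well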
# MrgX1 ag = human MrgX1 receptor agonism, primary screen; Q96LB2; MrgX1-HEK293 cells, Fluo-4 calcium fluorescence, agonist mode; stronger effect = higher value; B-score at 10 µM; 310,000 tested, 0.44% active; AID 588627;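 active means calcium response B-score plate-corrected fluorescence ratio at least 3 library SD, with starting fluorescence B-score inside 5 SD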
#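 System – MrgX1-expressing HEK293 cells · Incubation – cells plated overnight, dye loaded 0.5 h 37 °C, 0.5 h room temperature · Technique – kinetic Fluo-4 NW fluorescence of intracellular calcium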
# hERG rescue = hERG (human) protection from proarrhythmic block; 310,000 tested, 0.51% active; CHO-hERG, FluxOR thallium flux, dofetilide IC70 present; AID 1511; Q12809; activation (rescue from dofetilide block), less the hit threshold, % at 10 µM;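 active means activation above the mean of controls blocked by dofetilide plus 5 SD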;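 further: thallium influx through hERG after potassium depolarization seen as dye fluorescence rise; in these data hits start at about 4.7%; inactives centre near -7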
# KCNK3 inh = human KCNK3 channel inhibition, primary screen. B-score at 10 µM. CHO-KCNK3 thallium flux, FluxOR fluorescence; stronger effect = lower value. O14649. 340,000 tested, 0.84% active;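 active means B-score under library mean minus 4 SD, starting fluorescence ratio at most library mean plus 5 SD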;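 further: more negative B-score means stronger inhibition of thallium flux through KCNK3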
# Target sequence (O14649 whole entry, looked up): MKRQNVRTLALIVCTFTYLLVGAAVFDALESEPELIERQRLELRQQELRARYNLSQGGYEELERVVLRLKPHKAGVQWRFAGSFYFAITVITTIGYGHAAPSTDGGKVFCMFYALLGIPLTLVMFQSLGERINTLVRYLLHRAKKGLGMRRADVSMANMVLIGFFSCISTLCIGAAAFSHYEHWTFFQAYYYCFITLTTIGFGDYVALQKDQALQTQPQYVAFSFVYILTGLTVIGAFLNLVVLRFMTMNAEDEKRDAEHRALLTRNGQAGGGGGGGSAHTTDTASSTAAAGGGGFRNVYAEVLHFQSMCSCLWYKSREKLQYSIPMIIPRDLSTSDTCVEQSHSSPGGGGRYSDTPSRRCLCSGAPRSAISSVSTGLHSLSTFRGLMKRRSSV
# ANO1 activ = mouse TMEM16A channel activation, primary screen; Q8BHY3; HEK293 TMEM16A/YFP-H148Q/I152L, iodide quench fluorescence; stronger effect = lower value; B-score at 10 µM; 340,000 tested, 0.3% active; AID 623877;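 active means fluorescence-ratio B-score plate-corrected deviation score at least 3 library SD below zero, with starting fluorescence score within 5 deviations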;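 further: channel opened by trigger with iodide after compound preincubation; score built on the fluorescence ratio of max minus min over baseline; more negative score means more quench and so TMEM16A activation or potentiation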
# The depositor's hits bear a star; i = inactive; . = no result given. Compounds as they come (roughly 6.3% active in at least one column).
SMILES,KCNQ1 act,MrgX1 PAM,RGS4 block,KCNQ1 block,KCNK9 inh,RGS4 pot,TMEM16A inh,MrgX1 ag,hERG rescue,KCNK3 inh,ANO1 activ
CCOC(=O)CSc1nc2sc(C)c(C)c2c(=O)n1N,i,i,i,i,i,i,i,i,-3,i,i
O=C(Nc1ccc(Cl)cc1)N1CCc2[nH]c3ccccc3c2C1,i,i,i,i,i,i,i,i,-12,i,i
CN(C)S(=O)(=O)c1cccc(COC(=O)c2ccc(Cl)cc2O)c1,i,i,i,7*,-8.3*,i,100*,i,-24,-9.5*,i
c1ccc(CN(Cc2cccs2)C(c2cccs2)c2nnnn2C2CCCC2)cc1 (stereo not drawn),i,i,i,i,-7.5*,i,i,i,-7,i,i
Cc1ccc(Cn2ccc(=O)c(Cc3c(Cl)cccc3Cl)c2C)cc1,i,i,i,i,i,i,i,i,-13,i,i
CC(C)(C)OC(=O)N1CC(O)CC1C(=O)OCC(=O)c1ccccc1 (stereo not drawn),i,i,i,i,i,i,i,i,-13,i,i
O=C(C1=C(O)/C(=C/c2ccc(O)cc2)CCC1)C(F)(F)F,i,i,5.2*,i,i,i,25*,i,-8,i,i
CC(C)COC(=O)N1C[C@H](O)C[C@H]1C(=O)Nc1ccc(Cl)cc1,i,i,i,i,i,i,i,i,-8,i,i
Cc1ccc(C)c(NS(=O)(=O)c2cc(C(=O)Nc3cccc(N(C)S(C)(=O)=O)c3)ccc2C)c1,i,i,i,i,i,i,i,i,-18,i,i
O=C(NNC(=O)c1sccc1-n1cccc1)c1ccc(F)cc1,i,i,i,i,i,i,i,i,-7,i,i
C[n+]1ccccc1N1CCN(c2ccccc2Cl)CC1,i,i,i,i,i,i,i,i,-7,i,i
COc1cc2c(cc1NC(=S)NC(=O)c1c(OC)cccc1OC)oc1ccccc12,i,i,i,i,i,i,i,i,-5,i,i
C/C(=N\Nc1ccc(Cl)c(C(=O)O)c1)c1cccc2ccccc12,i,i,i,i,i,i,i,i,0,i,i
C[N+](C)(C)CCN(Cc1ccc(Cl)cc1)c1ccccn1,i,i,i,i,i,i,i,i,-12,i,i
CC(=O)c1ccc(NC(=O)CNCc2cccs2)cc1,i,i,i,i,i,i,i,i,-6,i,i
Cc1ccc(CNC(=O)C(=O)NCC(c2ccco2)N2CCOCC2)cc1 (stereo not drawn),i,i,i,i,i,i,i,i,-9,i,i
CS(=O)(=O)N1N=C(c2ccco2)CC1c1ccc(Cl)cc1Cl (stereo not drawn),i,i,i,i,i,i,i,i,-7,i,i
COC(=O)C1=C(C)N(Cc2ccco2)C(=O)N[C@H]1c1ccccc1,i,i,i,i,i,i,i,i,-2,.,.
CN(C)S(=O)(=O)n1cc(/C=C(\NC(=O)c2ccccc2)C(=O)N2CCOCC2)c2ccccc21,i,i,i,i,i,i,i,i,-3,i,i
CCOc1ccc(N2C(=O)CC(Sc3ccccc3C(=O)O)C2=O)c([N+](=O)[O-])c1 (stereo not drawn),i,i,i,i,i,i,i,i,-7,i,i
COc1ccc(C(=O)/C=C(\N)C(F)(F)F)c(O)c1,i,i,i,i,i,i,i,i,-8,i,i
O=C(O)CCCNC(=O)/C(=C\c1ccc(Cl)cc1)NC(=O)c1ccc(Br)cc1,i,i,i,i,i,i,i,i,-11,i,i
CCC(=O)n1nc(-c2ccccc2)nc1N,i,i,i,i,i,i,i,i,-1,i,i
c1ccc(Nc2nc(N3CCCC3)nc(N3CCCC3)n2)cc1,i,i,i,i,i,i,i,i,-13,i,i
C#CCOCCOCCOCCNc1nc(N2CCN(C(=O)CCCCCCCCCCNC(=O)[C@@H](CCC(=O)O)n3cc(CCCCCN)nn3)CC2)nc(N2CCN(C(=O)CCCCCCCCCCNC(=O)[C@H](CO)n3cc(CCCSC)nn3)CC2)n1,.,i,.,.,.,.,i,i,.,i,i
Cc1ccc(C(=O)CCC(=O)OCC(=O)N(CC(C)C)c2c(N)n(Cc3ccccc3)c(=O)[nH]c2=O)cc1,i,i,i,i,i,i,i,i,-8,i,i
CCCCC/C(=N\NC(=O)CCC(=O)NCc1ccccc1)c1ccccc1,i,i,i,i,i,i,i,i,-4,i,i
NC(N)=Nc1nc(CCN2C(=O)c3ccccc3C2=O)cs1,i,i,i,i,i,i,i,i,-5,i,i
Cc1nc(Nc2cccc(O)c2)c2oc3ccccc3c2n1,i,i,i,i,i,i,i,i,-3,i,i
CN(C)S(=O)(=O)c1cccc(-c2csc(=Nc3ccccc3)n2CCCN2CCOCC2)c1,i,i,i,i,i,i,i,i,-7,i,i
O=[N+]([O-])c1ccc(/C=N/NC(=S)Nc2ccccc2)o1,i,i,i,i,i,i,i,i,-7,i,i
O=C(NC(Cc1ccccc1)C(=O)O)/C(=C/c1ccc(Cl)cc1)NC(=O)c1ccccc1 (stereo not drawn),i,i,i,i,i,i,i,i,-6,i,i
N#Cc1c[nH]n2c(=O)c3c(nc12)CCC3,i,i,i,i,i,i,i,i,-9,i,i
CCOC(=O)c1c(-c2ccccc2)csc1NC(=O)CSc1nnc(C)s1,i,i,i,i,i,i,i,i,-10,i,i
O=C(O)CCC(=O)NNC(=O)c1ccc([N+](=O)[O-])cc1,i,i,i,i,i,i,i,i,-5,i,i
Cn1c(Cl)cnc1C(O)(c1ccccc1)c1ccccc1,i,i,i,i,i,i,i,i,-6,i,i
CC(=O)c1c(C)[nH]c(C(=O)COC(=O)c2cc(S(=O)(=O)N(C)c3ccccc3)ccc2Cl)c1C,i,i,i,i,i,i,i,i,-16,i,i
CCN(CC)S(=O)(=O)c1ccc(Nc2ccc(-c3ccc4c(c3)OCCO4)nn2)cc1,i,i,i,i,i,i,i,i,-3,i,i
CC(C)(C)c1cc(C(=O)NNc2ccc(OC(F)(F)F)cc2)n(Cc2ccccc2)n1,i,i,i,i,-8*,i,i,i,-6,i,i
O=C(O)Cc1ccc(C(=O)c2ccc(Cl)cc2)s1,i,i,i,i,i,i,i,i,-7,i,i
O=[N+]([O-])c1cc(/C=N/NC(=S)Nc2ccccc2Cl)ccc1Cl,i,i,i,i,i,i,i,i,-1,i,i
O=C(CSc1nnc2ccccn12)NCCN1C(=O)CSC1=O,i,i,i,i,i,i,i,i,-5,i,i
Cc1c(C)n(C(=O)CN2CCC(C(N)=O)CC2)c2ccccc12,i,i,i,i,i,i,i,i,0,i,i
O=C(CCN1C(=O)C2CC=C(Cl)CC2C1=O)N1CCCCC1 (stereo not drawn),i,i,i,i,i,i,i,i,-7,i,i
COc1cccc(N2CCN(c3ccc4nnc(CCC(=O)Nc5ccc(F)cc5)n4n3)CC2)c1,i,i,i,i,i,i,i,i,-12,i,i
CC1CCN(CC(=O)c2cccs2)CC1,i,i,i,i,i,i,i,i,-9,i,i
CSc1cccc(NC(=O)c2[nH]c(C)c(C(C)=O)c2C)c1,i,i,i,i,i,i,i,i,-13,i,i
CCOc1ccc(OCc2ccc(C(=O)NCc3ccncc3)o2)cc1,i,i,i,i,i,i,i,i,-1,i,i
COc1cc(/C=C2\NC(=S)N(C)C2=O)ccc1OCc1ccccc1F,i,i,i,i,i,i,i,i,-4,i,i
CC1=C(C(=O)OCc2ccccc2)C(c2ccc([N+](=O)[O-])cc2)NC(=O)N1CCCC(=O)O (stereo not drawn),i,i,i,i,i,i,i,i,-4,i,i

# (listing goes on)
SMILES,KCNQ1 act,MrgX1 PAM,RGS4 block,KCNQ1 block,KCNK9 inh,RGS4 pot,TMEM16A inh,MrgX1 ag,hERG rescue,KCNK3 inh,ANO1 activ
CN(C)S(=O)(=O)c1ccc(C(=O)Nc2nnc(SCc3cccc4ccccc34)s2)cc1,i,i,i,i,i,i,i,i,-4,i,i
COc1cc(C#N)c(NC(=O)CN2CCN(CCO)CC2)cc1OC,i,i,i,i,i,i,i,i,-8,i,i
O=C(NCCS(=O)(=O)NCc1ccc2c(c1)OCO2)c1ccccc1,i,i,i,i,i,i,i,i,-8,i,i
O=C(CC1CCC1)NC(c1ccccc1)c1ccccc1,i,i,i,i,i,i,i,i,-14,i,i
COc1ccc(/C=N/NC(=O)C(C)Sc2ccccn2)cc1[N+](=O)[O-] (stereo not drawn),i,i,i,i,i,i,i,i,-3,i,i
CCOC(=O)c1c(-c2ccc(C)cc2)csc1NC(=O)CCN1CC(C)OC(C)C1 (stereo not drawn),i,i,i,i,i,i,i,i,-12,i,i
O=C1c2ccccc2NC(c2ccc3c(c2)OCCO3)N1c1ccc2c(c1)OCCO2 (stereo not drawn),i,i,i,i,i,i,i,i,-7,i,i
O=C(O)c1cccc(-c2ccc(/C=N/NC(=O)C3COc4ccccc4O3)o2)c1 (stereo not drawn),i,i,i,i,i,i,i,i,-9,i,i
CCCOc1cccc(OCCSc2nc(C)cc(=O)[nH]2)c1,i,i,i,i,i,i,i,i,-9,i,i
O=C(CCC(=O)N1CCN(c2ccc(Cl)c(Cl)c2)CC1)c1ccccc1,i,i,i,i,i,i,i,i,-7,i,i
Cc1nc2ccccc2c(=O)n1-c1ccc(NS(=O)(=O)c2ccc(F)cc2)cc1,i,i,i,i,i,i,i,i,-10,i,i
CCO[C@@H]1OC(C(=O)NCc2nc3ccccc3[nH]2)=C[C@H](C2CCCCC2)[C@H]1CCCO,i,i,i,i,i,i,i,i,-12,i,i
COc1ccc(CC(=O)Nc2cccc(C(=O)NN3C(=O)c4ccccc4C3=O)c2C)cc1,i,i,i,i,i,i,i,i,-5,i,i
CC(C)NCC(O)COCc1ccc(Cl)cc1 (stereo not drawn),i,i,i,i,i,i,i,i,-1,i,i
Cc1ccc(C)c(NCc2n[nH]c(=S)n2-c2ccccc2)c1,i,i,i,i,i,i,i,i,-6,i,i
Cc1cc(C)nc(N2CCN(CC(=O)NCc3ccccc3)CC2)n1,i,i,i,i,i,i,i,i,-11,i,i
COC(=O)Cc1[nH]n(-c2nc3ccccc3s2)c(=O)c1C(C)=Nc1ccc(C)cc1,i,i,i,i,i,i,i,i,0,i,i
FC(F)Sc1nc(-c2ccccc2)c(-c2ccccc2)n1C(F)F,i,i,i,9*,i,i,i,i,-8,i,i

# Compound activity (PubChem)
